# OTUD3 block: blocks human OTUD3 ubiquitin-rhodamine cleavage | Q5T2D3 | inhibition, % at 25 µM | 47,000 compounds, 0.7% hits | AID 1645858 | purified OTUD3, Ub-rhodamine fluorescence, 2 h
# USP28 inh: inhibitors of human USP28 deubiquitinase; inhibition, % at 25 µM; AID 1645857; purified USP28, Ub-rhodamine cleavage fluorescence, 30 min; Q96RU2; 47,000 compounds, 3% hits
# USP8 block: human USP8 deubiquitinase inhibition. purified USP8, Ub-rhodamine cleavage fluorescence, 30 min. inhibition, % at 20 µM. 47,000 compounds, 4.2% hits
# Target sequence (P40818 whole entry, looked up): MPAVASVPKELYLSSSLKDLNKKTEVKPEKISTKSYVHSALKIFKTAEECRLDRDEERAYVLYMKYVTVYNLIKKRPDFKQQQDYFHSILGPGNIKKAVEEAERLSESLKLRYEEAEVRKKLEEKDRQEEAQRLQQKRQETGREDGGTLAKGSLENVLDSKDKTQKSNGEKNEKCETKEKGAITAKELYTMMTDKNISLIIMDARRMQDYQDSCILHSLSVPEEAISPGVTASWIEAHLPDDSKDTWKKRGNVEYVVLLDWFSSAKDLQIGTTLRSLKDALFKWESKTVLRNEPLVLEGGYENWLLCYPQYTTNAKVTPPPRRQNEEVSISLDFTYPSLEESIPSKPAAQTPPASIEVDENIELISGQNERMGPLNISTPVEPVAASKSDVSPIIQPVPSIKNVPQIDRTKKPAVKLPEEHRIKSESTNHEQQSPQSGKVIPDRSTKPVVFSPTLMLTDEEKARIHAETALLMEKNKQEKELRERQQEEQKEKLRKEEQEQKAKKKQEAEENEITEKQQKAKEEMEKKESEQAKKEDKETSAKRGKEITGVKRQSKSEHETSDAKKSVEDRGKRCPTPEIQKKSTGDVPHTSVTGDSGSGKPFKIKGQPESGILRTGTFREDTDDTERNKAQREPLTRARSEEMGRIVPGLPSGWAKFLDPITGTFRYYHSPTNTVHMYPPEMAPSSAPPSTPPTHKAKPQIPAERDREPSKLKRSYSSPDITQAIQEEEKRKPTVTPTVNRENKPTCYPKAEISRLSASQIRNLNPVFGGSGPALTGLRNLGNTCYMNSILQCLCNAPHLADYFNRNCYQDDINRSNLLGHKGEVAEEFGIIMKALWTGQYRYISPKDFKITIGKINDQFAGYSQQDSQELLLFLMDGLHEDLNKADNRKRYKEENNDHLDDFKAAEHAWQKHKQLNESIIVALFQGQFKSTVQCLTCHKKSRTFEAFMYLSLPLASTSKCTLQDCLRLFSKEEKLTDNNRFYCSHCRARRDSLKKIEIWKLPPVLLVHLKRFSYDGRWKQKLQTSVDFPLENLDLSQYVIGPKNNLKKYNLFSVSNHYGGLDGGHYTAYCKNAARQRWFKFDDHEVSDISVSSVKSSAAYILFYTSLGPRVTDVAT
# USP30 inh: human USP30 deubiquitinase inhibition. inhibition, % at 25 µM. purified USP30, Ub-rhodamine cleavage fluorescence. 47,000 compounds, 5.3% hits. Q70CQ3. AID 1645860
# USP17 inh: human USP17-like deubiquitinase inhibition; A8MUK1; 47,000 compounds, 6.5% hits; purified USP17, Ub-rhodamine cleavage fluorescence, 3 h; inhibition, % at 50 µM
# UCHL1 inh: human UCHL1 deubiquitinase inhibition; purified UCHL1, Ub-rhodamine cleavage fluorescence; inhibition, % at 20 µM; 47,000 compounds, 0.2% hits; P09936
# USP10 inh: human USP10 deubiquitinase inhibition; Q14694; purified USP10, Ub-rhodamine fluorescence, 60 min; inhibition, % at 20 µM; 47,000 compounds, 1.1% hits; AID 1645856
# USP7 inh: blocks human USP7 ubiquitin-rhodamine cleavage. purified USP7, Ub-rhodamine cleavage fluorescence. inhibition, % at 20 µM. 47,000 compounds, 0.3% hits
# An asterisk follows results filed as active; i = inactive; . = not tested or not shown. Cut-off read from the data, not from the text of the source: active = inhibition above about 30%; inactive = the rest.
SMILES,OTUD3 block,USP28 inh,USP8 block,USP30 inh,USP17 inh,UCHL1 inh,USP10 inh,USP7 inh
COc1ccccc1NC(=O)N1CCC2(CC1)Nc1ccccc1-n1cccc12,-2,2,-132,-16,-12,0,6,-11
Cc1ccc(C)c(N2CCN(C(=O)c3cc(S(=O)(=O)N4CCOCC4)ccc3F)CC2)c1,5,6,1,2,-6,1,-4,3
CC(=O)Nc1ccc(S(=O)(=O)NCC(=O)Nc2cccc(C(C)=O)c2)cc1,-10,11,-2,-21,-10,-4,-2,-1
Cn1c(C(=O)N2CCC(C(=O)O)CC2)cc2sccc21,4,0,-14,-31,-4,1,-3,1
N#Cc1c(N2CCOCC2)nc(N)c2c(N)nc3c(c12)CC(c1ccccc1)O3 (stereo unspecified),-41,-57,-14,-222,-51,-33,-7,-38
Cc1ccc(NC(=O)Nc2ccc(C)n(CC(=O)Nc3cc(C)ccc3C)c2=O)cc1,46*,30*,70*,65*,54*,0,39*,17
c1coc(CNc2nnc(-c3nnc(C4CC4)o3)c3ccccc23)c1,-6,0,14,-32,1,2,-3,-6
COc1ccc(N2CC(NC(=O)c3ccccc3F)CC2=O)cc1 (stereo unspecified),0,4,4,7,9,0,1,3
COc1ccc(C2CN3C(=O)c4c(ccc(OC)c4OC)C3c3[nH]c4ccccc4c32)cc1 (stereo unspecified),-192,-250,-233,i,-166,-24,-4,-34
CCC(C)n1c(-c2ccccc2F)nc2nc3ccccc3nc21 (stereo unspecified),20,37*,0,35*,10,3,4,-17
Cn1cc(-c2noc(C3CCCC3)n2)ccc1=O,9,5,12,4,7,0,-3,-3
CC(=O)N[C@H]1C[C@H]2CN(Cc3ccccc3)c3ccccc3CN2C1,-160,-136,-67,i,-114,-42,-7,-75
Cc1nc(-c2cccc(S(=O)(=O)Nc3cccc(C(F)(F)F)c3)c2)no1,20,25,25,20,26,6,12,9
CC(=O)Nc1ccc(NS(=O)(=O)c2ccc3c4c(cccc24)C(=O)N3C)cc1,4,6,8,-47,-23,2,-2,2
Cc1ccc(NS(=O)(=O)c2cc(C(=O)Nc3ccc(CC#N)cc3)ccc2Cl)cc1,5,18,22,10,17,10,17,10
COc1ccc(-c2nn(C)c3sc(C(=O)N4CCN(Cc5ccc6c(c5)OCO6)CC4)cc23)cc1OC,-4,-10,0,-10,-5,6,5,10
O=c1cc(CN2CCOCC2)nc2nc(NCc3ccccc3Cl)[nH]n12,-8,-14,-10,-18,-1,-12,-11,-8
Cn1c(C(=O)N2CCN(C(c3ccccc3)c3ccccc3)CC2)cc2c(=O)n3ccccc3nc21,-19,-16,-3,-44,-14,2,-5,2
Cc1cc(C(=O)N2CCN(c3ccccc3F)CC2)nc2ccnn12,-8,-8,-5,1,-1,-2,-3,-4
COc1nccnc1NS(=O)(=O)c1ccc(NC(=O)/C=C/c2ccc([N+](=O)[O-])s2)cc1,-53,-57,-306,-325,-24,-41,-2,-51
O=C(Nc1ccc2oc(-c3ccccc3)nc2c1)c1cccc(-n2cnnc2)n1,-8,1,4,-7,0,0,0,-4
COc1cccc(CC(=O)NC2CCN(c3ccccc3)C2=O)c1 (stereo unspecified),7,5,8,16,9,0,-3,4
CCNC(=O)c1ccc(-c2nnc3ccc(NC(=O)C4CCC4)cn23)cc1,-44,1,15,-172,12,-1,-3,0
O=C(NCc1ccc(F)cc1)c1cc(N2CCCC2)n2nccc2n1,-33,-41,-127,-151,-56,-94,-1,-96
CC(=O)N1CC[C@@]2(C(=O)Nc3ccccc3)CCN(S(=O)(=O)c3ccccc3)CC[C@@H]12,-5,-5,-16,-25,-12,-3,-5,-3
COC(=O)c1ccc2c(c1)C(=O)c1ccccc1CO2,15,32*,7,24,26,4,3,2
COc1ccc(-c2[nH]c3ncccc3c2CN(C)Cc2ccncc2)cc1,-6,-16,5,8,-39,3,2,0
CCOc1cccc(-c2noc(-c3nn(-c4cccc(C)c4)ccc3=O)n2)c1,0,-7,88*,-3,1,8,9,-2
O=C(COc1ncnc2scc(-c3ccccc3)c12)Nc1cc(C(F)(F)F)ccc1Cl,-7,-20,-15,-79,-22,-2,-7,-1
Cc1cc(C(=O)N2CCc3nc(C(=O)Nc4cccnc4)sc3CC2)no1,-6,-5,-1,14,-3,3,1,-3

# The closing four records of the section before open the next one:
SMILES,OTUD3 block,USP28 inh,USP8 block,USP30 inh,USP17 inh,UCHL1 inh,USP10 inh,USP7 inh
COc1ccc(-c2[nH]c3ncccc3c2CN(C)Cc2ccncc2)cc1,-6,-16,5,8,-39,3,2,0
CCOc1cccc(-c2noc(-c3nn(-c4cccc(C)c4)ccc3=O)n2)c1,0,-7,88*,-3,1,8,9,-2
O=C(COc1ncnc2scc(-c3ccccc3)c12)Nc1cc(C(F)(F)F)ccc1Cl,-7,-20,-15,-79,-22,-2,-7,-1
Cc1cc(C(=O)N2CCc3nc(C(=O)Nc4cccnc4)sc3CC2)no1,-6,-5,-1,14,-3,3,1,-3
O=C(c1cnccn1)N1CCCC(c2ncc(Cc3ccc(Cl)cc3)o2)C1 (stereo unspecified),2,13,2,7,8,0,2,-5
CCc1ccccc1NC(=O)CCN1C(=O)c2ccccc2Sc2ncccc21,8,2,10,11,-1,0,-1,1
CCOCCCN1C(=O)C2C(C(=O)Nc3cc(Cl)cc(Cl)c3)C3C=CC2(O3)C1C(=O)NC1CCCCC1 (stereo unspecified),8,-1,-1,-12,11,0,1,-5
O=C(Cn1cccc1-c1nc(-c2ccccc2)cs1)NC1CC1,-6,-4,0,-29,-3,-2,-4,-4
COCCN1C(=O)C[C@@H]2[C@H]1CCN2C(=O)c1ccc2ccccc2n1,1,2,-48,4,-2,-1,0,3
CCCc1nc2cccnc2n1C1CCN(C(=O)c2cccc(OC)c2)C1 (stereo unspecified),6,7,-4,21,-4,3,1,4
COc1ccc(C(=O)O)cc1S(=O)(=O)Nc1ccc(-c2ccccc2)cc1,-1,-7,-65,-26,-10,-4,0,-2
c1ccc(Oc2ccc(Nc3ncnc4sc5c(c34)CCC5)cc2)cc1,-2,2,19,-14,-9,1,-1,2
CC1(C)CC(=O)C2=C(C1)Nc1ccccc1NC2/C=C/c1ccccc1 (stereo unspecified),-14,-14,-30,-67,-39,-8,-9,-47
Cc1ccc(S(=O)(=O)NC(CCC(N)=O)C(=O)Nc2ccc(C(C)(C)C)cc2)cc1 (stereo unspecified),-10,-9,2,-13,1,1,0,-21
Cc1cc(SCc2ncon2)c(C)cc1Cl,11,69*,10,12,.,2,1,-3
CC(C)COc1ccc(C(=O)N/C(=C/c2ccc3c(c2)OCO3)C(=O)O)cc1,25,23,30,37*,.,0,8,7
O=C(Cc1ccccc1)N1CCCC1c1cccc(Cc2ccccc2F)n1 (stereo unspecified),7,11,-11,7,6,2,-1,-17
Cc1ccc(C(=O)N(Cc2cc(=O)[nH]c3ccccc23)C2CCCCC2)cc1,-1,3,-11,4,0,0,4,-26
O=C(O)CC1(CC(=O)NCc2ccc(F)cc2)CCCCC1,15,9,22,21,11,1,-4,2
O=C1CCCC[C@@H]2[C@@H](N1)[C@H](c1ccccc1)CN2C(=O)COc1ccccn1,0,-5,12,-6,9,-2,1,0
Cc1ccc(-c2nc(CCN(C)C(=O)c3ccc(F)cc3)no2)cc1,-3,-3,-2,-3,-14,0,-2,-12
Cc1ccc(S(=O)(=O)N[C@H]2C[C@H]3CN(C(C)C)c4ccccc4CN3C2)cc1,-59,-85,-29,-288,-78,-3,-6,0
CC(C)C(=O)N1CCN(S(=O)(=O)c2ccccc2)CC2(CC(=O)N(C)C2)C1 (stereo unspecified),-4,-6,-31,-15,-9,-1,-1,0
CCCn1c(=O)[nH]c2cc(-c3noc(C4CCCO4)n3)ccc21 (stereo unspecified),15,12,15,-308,12,2,0,-1

# Record cards, as listed above. Screens in order: OTUD3 block	USP28 inh	USP8 block	USP30 inh	USP17 inh	UCHL1 inh	USP10 inh	USP7 inh
# O=C(O)CC1(CC(=O)NCc2ccc(F)cc2)CCCCC1 is listed with 15	9	22	21	11	1	-4	2
# CC1(C)CC(=O)C2=C(C1)Nc1ccccc1NC2/C=C/c1ccccc1 (stereo unspecified) is listed with -14	-14	-30	-67	-39	-8	-9	-47
# Cn1c(C(=O)N2CCC(C(=O)O)CC2)cc2sccc21 is listed with 4	0	-14	-31	-4	1	-3	1
# COC(=O)c1ccc2c(c1)C(=O)c1ccccc1CO2 is listed with 15	32*	7	24	26	4	3	2
# O=C(COc1ncnc2scc(-c3ccccc3)c12)Nc1cc(C(F)(F)F)ccc1Cl is listed with -7	-20	-15	-79	-22	-2	-7	-1

# Next records follow:
SMILES,OTUD3 block,USP28 inh,USP8 block,USP30 inh,USP17 inh,UCHL1 inh,USP10 inh,USP7 inh
O=C(O)[C@@H]1Cc2ccccc2CN1C(=O)CSc1c(Cl)cccc1Cl,2,-11,4,-9,0,-1,1,0
COc1cccc(-c2cc(C(=O)N3CCN(CCOc4ccc(Cl)cc4)CC3)[nH]n2)c1,3,2,6,-2,-4,10,8,13
O=c1c(S(=O)(=O)N2CCCC2)cccn1Cc1cc(=O)n2ccccc2n1,-17,-21,-4,-63,-27,-9,-9,-8
CN1CCN(c2ccc(CNS(=O)(=O)c3ccc4c(c3)CCO4)cc2)CC1,5,9,-15,1,15,0,-1,3
COc1ccccc1-c1cnc(C(O)c2ccc3c(c2)OCO3)[nH]1 (stereo unspecified),5,0,11,-17,-7,2,2,1
CCn1ncc(CN2CCc3nc(-c4ccccn4)[nH]c(=O)c3C2)c1C,-2,-27,-274,-68,-50,-14,-2,-7
COCCCNC(=O)Cn1c(=O)n(Cc2ccc(C(=O)NCc3ccccc3OC)cc2)c(=O)c2ccccc21,24,27,14,53*,13,1,2,5
Cn1c(C(=O)NCCCN2CCCCC2)c(N2CCCC2=O)c2cc(F)ccc21,-5,-6,0,2,-2,-1,2,-2
COc1ccc(Cl)cc1C(=O)Nc1cnc(N2CCOCC2)nc1,-8,-16,-15,-15,.,-7,-10,-36
COc1ccc(CC(=O)N2CCC3(C2)C(=O)N(C)c2ccccc23)c(Cl)c1 (stereo unspecified),11,1,-8,16,5,-1,-3,-2
C[C@H]1CCC[C@]2(C)C[C@H]3OC(=O)C(CN(C)Cc4ccccc4)[C@H]3C=C12 (stereo partly specified),7,9,6,29,10,5,15,8
Cc1nc(-c2ccccn2)sc1C(=O)/C=C/c1ccccc1,-5,-15,4,1,9,4,8,21
O=C(c1ccc2ccccc2n1)N(CCN1CCCCC1)CC1CCCN(C2CCCC2)C1 (stereo unspecified),0,-8,15,-37,-1,0,-4,-5
FC(F)(F)c1cnc(/C=C/Nc2cccc(Oc3ncc(C(F)(F)F)cc3Cl)c2)c(Cl)c1,-14,-24,75*,-84,-6,-3,-6,0
CCc1ccc(OCCOCCN2CCNCC2)cc1,8,23,1,15,0,1,-1,5
CSc1nc(N2CCOCC2)cc(N2CCOCC2)n1,-3,-8,-121,-15,-22,-1,-2,0
Cc1ccc(CS(=O)(=O)N2CCC(C(=O)N3CCC(C)CC3)CC2)cc1,6,12,6,9,1,2,0,1
CCOC(=O)C1CCN(c2ccccc2CN(Cc2ccccc2)S(=O)(=O)c2ccc(Cl)cc2)CC1,-13,-16,-5,-48,0,-1,-6,4
CS(=O)(=O)N1C[C@@H]2OCC(=O)N(CC3CC3)[C@@H]2C1,-13,-8,-12,-10,-1,-2,-2,0
Cc1cc(Nc2cccc(Cl)c2)n2nc(-c3cccnc3)nc2n1,-1,20,22,-16,27,-1,-9,-4
CCN(CC)S(=O)(=O)c1ccc(NCc2ccccn2)nc1,-1,-4,-5,4,-2,-1,-3,4
Cc1ccccc1OCCn1c(=O)c(C#N)c2n(c1=O)CCC2,-18,-12,27,-93,2,-22,-4,-23
O=C(NC1CCCCC1)C(c1ccc(F)cc1)N(C(=O)C1COc2ccccc2O1)c1ccc2c(c1)OCO2 (stereo unspecified),-4,0,41*,-31,-8,-1,14,0
Cc1cc(C(=O)N2CC[C@H]3[C@H]2CCN3c2ncccn2)c(C)o1,-41,-59,-269,-195,-95,-18,-4,-20
CCCn1c(=O)c2nscc2n(CC(=O)Nc2ccccc2)c1=O,16,8,-2,10,7,0,0,0
COCCCn1c(C(=O)N2CC(C)CC(C)C2)cc2c(=O)n3ccccc3nc21 (stereo unspecified),1,-9,-4,-23,-13,0,-4,.
O=C(Nc1ccc2n[nH]nc2c1)c1ccc(Cl)c(Cl)c1,40*,17,0,53*,51*,0,8,2
COc1ccc([C@H]2C[C@@H]3NC(=O)CCC[C@H]3N2C(=O)Cc2cc(C)ccc2OC)cc1,6,1,5,5,-6,-2,-7,-14
O=C(OC[C@H]1CCCN2CCCC[C@H]12)c1ccccc1,-5,-11,-178,4,-13,-2,0,1
CN(C)[C@@H]1CN(Cc2ccc(O)cc2)C[C@H]1c1cn(C)c2ccccc12,7,7,2,7,1,2,-1,0

# Screens: PubChem, Dana-Farber Cancer Institute and Novartis Institutes for BioMedical Research (Cambridge, Mass)
